From PubChem
PhoP inhibition = PhoP-dependent GFP reporter repression – Salmonella Typhimurium, primary screen (AID 1863). S. Typhimurium PhoP-regulated promoter GFP reporter, 4 h; higher % means a stronger effect. one-dose inhibition, % at 50 µM; IC50 in µM for titrated hits. 0.16% of 300,000 active;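 active = inhibition over 29.93%, a cutoff 3 SD above the screen mean, later confirmed by dose response; inconclusive = inhibition over 29.93% but no dose response follow-up; inactive = inhibition at most 29.93% or unconfirmed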;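 note: 0% = low Mg2+ inducing control and 100% = high Mg2+ repressing control; strong numbers were not always called active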
NTR1 ag = NTR1-driven beta-arrestin-GFP spot formation – imaging, U2OS cells, high content, primary screen (AID 493036); 0.17% of 330,000 active; agonist mode; activation, % at 20 µM; P30989;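 active = activation at or above 40% of the spot to cytoplasm intensity ratio, with at least 20 cells analyzed; inconclusive = wells under 20 cells, flagged as cytotoxic or low count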;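 note: 0% = DMSO without peptide and 100% = 100 nM NTR1 peptide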
Target sequence (P30989 whole entry, looked up): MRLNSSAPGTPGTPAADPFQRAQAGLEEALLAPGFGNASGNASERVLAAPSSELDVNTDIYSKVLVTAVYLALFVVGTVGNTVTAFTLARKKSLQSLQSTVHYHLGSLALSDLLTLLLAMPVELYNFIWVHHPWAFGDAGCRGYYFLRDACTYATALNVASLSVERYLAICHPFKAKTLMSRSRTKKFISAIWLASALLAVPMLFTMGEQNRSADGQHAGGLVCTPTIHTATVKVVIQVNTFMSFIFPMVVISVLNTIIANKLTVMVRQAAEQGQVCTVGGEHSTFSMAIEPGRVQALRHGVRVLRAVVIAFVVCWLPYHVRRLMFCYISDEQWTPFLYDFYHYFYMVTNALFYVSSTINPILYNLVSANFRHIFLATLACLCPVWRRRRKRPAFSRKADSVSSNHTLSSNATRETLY
RSV antiviral HEp-2 = inhibition of RSV-induced cytopathic effect – HEp-2 cells, primary 10 µM value included (AID 2391); HEp-2 cells, RSV-induced CPE inhibition; higher % means a stronger effect; one-dose CPE inhibition, % at 10 µM; IC50 in µM for titrated hits; 0.13% of 310,000 active; in the data active = a potency from the dose series; inconclusive = CPE inhibition mostly from about 23% at the one dose, without a potency; inactive = the rest, 99 in 100 with CPE inhibition below about 21%; note: strong numbers were not always called active
NS5 inhibitors = flavivirus cap methylation enzyme inhibition – biochemical, confirmation dose response, primary screen (AID 588689). Dengue-2 NS5 methyltransferase capping enzyme assay, biochemical; higher % means a stronger effect. inhibition, % at 25 µM; hits with a dose series show IC50 in µM. 0.3% of 340,000 active; in the data active = a potency from the dose series; inconclusive = inhibition above about 29% without an active follow-up result
T cell HTS = modulates CD8 T cell binding to vesicles; 2C CD8+ T cell-vesicle binding, flow cytometry; hits give low values; calls only at 7 µM; 0.068% of 330,000 active;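 active = response, share of CD8 T cells binding vesicles, and their 90th percentile fluorescence all below set limits, cut at about 80% in these data, passing the limit was not always enough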
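material = purified 2C TCR transgenic mouse naive CD8+ T cells | controls = Unloaded micro-vesicles (low), QL9 vesicles with 0.7% DMSO (high) | detection = cytometric PE anti-B7-1 and Alexa647 anti-CD8 signals after 1% paraformaldehyde fixation | incubation = binding step 1.5 h, 37 °C, antibody labelling 20 min, ice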
K1F lysis inhibition = protection from phage-mediated lysis, alamar blue read-out – E. coli UTI89, K1F phage, bacterial capsule biogenesis inhibitors (AID 488966). E. coli UTI89 K1F phage lysis, alamar blue, 2 h; higher % means a stronger effect. one-dose inhibition, % at 100 µM; IC50 in µM for titrated hits. 0.02% of 340,000 active;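 active = phage lysis inhibition, versus mean bacterial control, above a set limit; inconclusive = no clear call, values can overlap the other calls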;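 note: capsule biogenesis inhibitors block K1F phage lysis so surviving cells raise fluorescence; higher fluorescence means more inhibition of phage lysis; actives were called in the ten point dose series up to 300 µM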
West Nile virus CPE = West Nile virus antiviral activity, cell-based, CPE readout (AID 1621); West Nile virus-infected cells, CPE inhibition; higher % means a stronger effect; CPE inhibition, % at 10 µM, or IC50 in µM where a hit was titrated; 0.02% of 290,000 active; in the data active = a potency from the dose series; inconclusive = CPE inhibition mostly from about 3.7% at the one dose, without a potency; inactive = the rest, 99 in 100 with CPE inhibition below about 2.2%; note: strong numbers were not always called active
SV40 large T antigen = SV40 large T antigen inhibitors, biochemical (AID 1903); SV40 large T antigen ATPase/helicase inhibition assay; higher % means a stronger effect; one-dose inhibition, % at 20 µM; IC50 in µM for titrated hits; 0.39% of 310,000 active; in the data active = a potency from the dose series; inconclusive = inhibition mostly from about 32% at the one dose, without a potency; inactive = the rest, 99 in 100 with inhibition below about 32%; note: strong numbers were not always called active
Rac1 GTP hydrolysis = MgcRacGAP GTPase-activating activity inhibitors, confirmation, biochemical, ADP Hunter fluorescence; inhibition, % at 30 µM; hits with a dose series show IC50 in µM; MgcRacGAP-stimulated Rac1 GTP hydrolysis, ADP Hunter fluorescence; higher % means a stronger effect; GST-tagged Rac1 F28L mutant substrate; 0.6% of 340,000 active;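 active = first-screen hits whose inhibition reached a set limit at any dose in the follow-up dose series; inconclusive = inhibition above the set first-screen limit but never retested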;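 note: fluorescence reports GDP produced by GAP-driven GTP hydrolysis; strong numbers were not always called active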
T cell HTS vesicle-bound % = also measured in T cell HTS; calls as there; double positive events, %; measured here: CD8+ vesicle-bound cell fraction;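 binding gate set so that unloaded-vesicle control wells show 10% double positive cells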
NTR1 ag cell count 20 µM = further read-out of NTR1 ag, marked with its call; cell count; measured here: cell count, cytotoxicity flag
NS5 inhibitors pilot replicate = recorded beside NS5 inhibitors, whose call it bears; inhibition, %; measured here: pilot screen replicate inhibition
Numbers without * were called inactive; i = inactive; ? = inconclusive; . = not tested or not shown; [ ] = dose if it differs, or a comment. Not a hit list. About 1.5% of those tested had a hit in this group.

SMILES	PhoP inhibition	NTR1 ag	NTR1 ag cell count 20 µM	RSV antiviral HEp-2	NS5 inhibitors	T cell HTS	T cell HTS vesicle-bound %	K1F lysis inhibition	West Nile virus CPE	SV40 large T antigen	Rac1 GTP hydrolysis	others
Cc1nc2ccccc2c(=O)n1NC(=O)C1CCC(C(C)(C)C)CC1 (stereo not given)	1%	1.7	50	0.2%	.	i	57	0.1%	-0.5%	2%	6%
CC1=NN(C(=O)c2ccc(Br)cc2)C(O)(c2ccccc2)C1 (stereo not given)	-7%	-1.2	88	13%	-12%	i	63	0.1%	-0.7%	8%	10%
O=C1C(Nc2ccccc2)=C/C(=N/S(=O)(=O)c2cccs2)c2ccccc21	32%	.	.	-1.7%	0%	i	52	-0.4%	-2.0%	12%	13%
CCC(C)(C)C1CCC(=NNC(=O)c2ccc(Br)o2)CC1 (stereo not given)	-12%	0.2	48	-0.2%	-4%	i	26	0.5%	-0.3%	25%	7%
CCCCOC(=O)Nc1ccc(C)c(Cl)c1	1%	0.0	60	2.6%	1%	i	29	0.3%	-0.2%	9%	5%
O=C(COC(=O)c1ccc(Cl)c(S(=O)(=O)N2CCCC2)c1)NCc1cccs1	-8%	-0.5	37	0.4%	-5%	i	56	-0.5%	-0.3%	3%	1%
Cc1ccc(NC(=O)CC2SC(=O)N(c3ccccc3)C2=O)cc1 (stereo not given)	-9%	1.1	67	0.0%	-14%	i	16	2.7%	0.4%	7%	21%
Cc1ccc(C(=O)N2CCCc3ccccc32)c(F)c1F	-4%	-0.4	66	2.7%	6%	i	37	0.3%	-0.9%	8%	9%
COc1ccccc1C(=O)Nc1ccc(-c2nnc(SCC(=O)O)n2C)cc1	-7%	1.4	80	-0.8%	-29%	i	41	-0.5%	-0.2%	12%	0%
Cc1csc2nc3cc(C(N)=O)ccc3c(=O)n12	-7%	0.6	64	15%	4%	i	41	0.0%	1.9%	18%	9%
Cc1ccc(NC(=O)COC(=O)C2CCC(=O)N2)c(S(=O)(=O)N2CCOCC2)c1 (stereo not given)	2%	-0.4	76	1.0%	-2%	i	18	1.7%	-0.3%	-5%	-8%
Cc1cn2nc(N)c3ccccc3c2n1	13%	-1.1	56	1.2%	-2%	i	33	-5.4%	0.5%	6%	9%
CCC(CC)C(=O)Nc1c(C)n(C)n(-c2ccccc2)c1=O	-1%	0.2	65	1.8%	-4%	i	33	-2.1%	-0.1%	16%	-1%
CC(C)(C)c1csc(NC(=O)c2ccc(Br)o2)n1	2%	8.6	64	18%	-7%	i	9	0.0%	-0.4%	3%	4%
Cc1cc(C)n2cc(CSCc3ccco3)nc2n1	10%	-1.7	46	1.8%	4%	i	15	-0.5%	0.6%	3%	12%
CCCNC(=O)CCNC(=O)[C@H](O)C(C)(C)CO	.	2.4	59	.	-3%	.	.	0.2%	.	.	9%	NS5 inhibitors pilot replicate=3.9
COC(=O)Cn1ncn2c(cc3oc(C)cc32)c1=O	6%	0.3	39	0.6%	3%	i	26	0.0%	0.3%	20%	13%
Cc1cc(C)n(-c2ccc(NC(=O)C3CCCCN3C(=O)c3occc3C)cc2)n1 (stereo not given)	-3%	1.2	56	0.4%	-1%	i	61	-0.1%	-0.6%	5%	1%
O=C(NCCO)c1ccc2nc(-c3ccco3)c(-c3ccco3)nc2c1	1%	-3.0	62	0.4%	68µM*	i	57	0.2%	0.8%	54%	24%
CCOc1ccc(OCc2ccc(C(=O)N3CCCC3)o2)cc1	-8%	1.4	38	8.9%	3%	i	11	0.3%	-0.6%	1%	3%
CC1CCCCC1NC(=O)/C(C#N)=C/c1ccc(OCC(N)=O)cc1 (stereo not given)	-11%	2.9	64	1.6%	0%	i	40	4.5%[50 µM]	-0.3%	3%	-3%
COC(=O)c1ccc(/C=C/C(=O)OCC(=O)Nc2cc(C)on2)cc1	.	-0.1	56	.	16%	i	41	-0.7%	.	.	9%
CCNc1nc(NC(C)C)nc(OCCOC(=O)Nc2ccccc2)n1	4%	1.5	51	2.2%	-3%	i	42	1.4%	-0.2%	11%	7%
COc1ccc(-c2cccc(NS(=O)(=O)c3ccccc3[N+](=O)[O-])c2)nn1	2%	0.5	68	9.3%	9%	i	12	0.3%[50 µM]	.	9%	4%
CC(=O)Nc1cc(NC(C)=O)cc(C(=O)OCC(=O)c2ccc3c(c2)OCO3)c1	7%	1.6	72	-0.2%	-6%	i	28	0.0%[50 µM]	.	10%	2%
COc1cc(/C=C2\NC(=S)NC2=O)ccc1OCc1cccc(C(=O)O)c1	8%	-0.1	96	1.4%	5%	i	28	0.5%	1.1%	8%	10%
Nc1c(S(=O)(=O)c2cccc(Cl)c2)c2nc3ccccc3nc2n1/N=C/c1ccc(O)c(O)c1	-7%	30	47	-2.3%	.	i	48	.	-0.8%	10%	.
Cc1cc(Nc2ccccc2)nc2cc(O)ccc12	60%	0.1	49	18%	-17%	i	43	2.7%	-0.2%	3%	11%
COc1ccc(-c2n[nH]c(C)c2-c2ccc(OC)c(OC)c2)c(O)c1	-7%	1.3	41	-1.2%	1%	i	14	-0.5%	0.8%	5%	1%
O=[N+]([O-])c1ccc(S(=O)(=O)N2CCC3(CC2)OCCN3S(=O)(=O)c2cccs2)cc1	-1%	-0.2	51	13%	1%	i	35	-0.3%[50 µM]	.	10%	4%
COc1ccc(C)cc1-n1nnnc1SCC(=O)NNC(=O)c1ccc([N+](=O)[O-])cc1	-3%	1.0	65	2.3%	.	i	60	4.5%	0.2%	11%	8%
C#CC(C)(C)NC(=O)c1ccc(-c2ccccc2F)cc1	-10%	1.2	54	.	-5%	i	18	-0.6%	-0.5%	0%	7%
COc1ccc2[nH]c3c(c2c1)CCNC3(C)CCc1ccc(Cl)nc1 (stereo not given)	4%	5.6	84	0.7%	4%	i	53	0.0%	-0.9%	1%	5%
O=C(NCCCNC(=O)c1ccc(Cl)cc1Cl)c1cnccn1	-4%	1.2	47	0.1%	-10%	i	25	0.1%	0.0%	9%	7%
Cn1nnnc1P(=O)(c1ccccc1)c1ccccc1	19%	-1.1	51	0.2%	-4%	i	41	0.8%[50 µM]	-0.2%	-1%	-4%
Cc1cccc(-n2ncc3c(NCc4cccs4)ncnc32)c1	0%	9.3	56	17%	-3%	i	27	0.1%	0.1%	11%	2%
COc1ccccc1CNC(=O)CN1C(=O)NC2(CCCCCCC2)C1=O	.	0.9	45	.	-5%	i	52	-0.2%	.	.	-1%
CCCCNS(=O)(=O)c1ccc(OC)cc1	12%	-1.5	45	1.0%	-6%	i	16	2.1%	0.1%	15%	7%
Cc1ccc2nc(NC(=O)COC(=O)c3ccc(Br)o3)sc2c1	2%	-1.3	46	4.5%	-11%	i	12	-0.2%	-0.2%	-6%	16%
O=C(Cc1ncc(C(F)(F)F)cc1Cl)NCc1cccnc1	7%	-0.6	103	2.1%	-5%	i	10	0.0%	0.3%	4%	10%
Clc1ccc(-c2nc3ccccn3c2CN2CCSCC2)cc1	2%	4.0	29	8.5%	-8%	i	28	-1.8%	-0.1%	1%	7%
N#C/C(=C\c1ccc(N2CCOCC2)o1)C(=O)NCC1CCCO1 (stereo not given)	-4%	-0.5	82	0.1%	.	i	53	2.2%	-0.2%	13%	3%
CS(=O)(=O)N(CC(=O)NCCSCc1ccccc1Cl)c1ccccc1F	-1%	0.1	62	9.1%	.	i	32	-1.8%	-1.6%	3%	5%
O=[N+]([O-])c1ccc(N2CCCC2)cc1NCc1ccccc1	-8%	4.5	63	1.2%	1%	i	32	-0.1%	-0.1%	-1%	6%
CCCCCCCNC(=O)C1(CC2CC(c3cccc(Br)c3)=NO2)CCN(C(=O)Cc2ccc(F)cc2)CC1 (stereo not given)	.	-2.2	64	4.0%	-1%	i	52	2.0%	.	0%	3%
Cc1ccnc(Cc2ccccc2)n1	-3%	-0.8	75	1.0%	7%	i	34	-1.0%[50 µM]	0.7%	9%	6%
CCOC(OCC)P(=O)(c1ccccc1)c1ccccc1	-3%	2.9	80	1.1%	-3%	i	32	0.3%	0.0%	9%	2%
O=C(c1cccs1)N1CCN(C(=O)c2ccco2)c2ccccc2C1	-13%	0.5	54	2.4%	2%	i	29	0.7%	0.1%	5%	8%
COc1ccc(C(=O)/C=C/c2ccccc2)c(OC)c1	-1%	-2.0	100	0.4%	-12%	i	30	8.2%	?	5%	4%
Cc1ccc(Cn2nnc3c(=O)n(CC(=O)OCc4ccccc4)cnc32)cc1	3%	2.3	44	2.3%	-6%	.	.	4.5%	-0.7%	-19%	-2%
CN1CCN(c2nc(Nc3ccccc3)nc(N)c2[N+](=O)[O-])CC1	-2%	0.5	54	-1.4%	6%	i	21	0.0%	1.4%	5%	12%
CC(C)NC(=O)CN1C(=O)C(=O)c2ccccc21	1%	0.0	69	-0.5%	5%	i	47	-0.1%	0.2%	-1%	-3%
CCc1cccc(CC)c1-n1c(SCC(=O)N2CCc3ccccc3C2)nnc1-c1cccnc1	-1%	45*	49*	8.6%	-16%	i	35	0.3%	-1.8%	7%	3%
COCc1cc(=O)[nH]c(/N=C(\N)Nc2ccccc2C)n1	11%	-0.5	45	2.7%	-3%	i	22	1.2%	0.6%	13%	16%
N#CC1=C(N)Oc2c(ccc3cccnc23)C1c1cccnc1 (stereo not given)	6%	-0.4	85	-0.8%	4%	i	35	0.3%	.	4%	11%
O=C(C1=NN(c2ccccc2)C2C(=O)N(c3ccccc3Cl)C(=O)C12)c1ccccc1 (stereo not given)	-23%	.	.	4.6%	5%	i	23	0.0%	0.5%	1%	1%

Structural class, the compounds so far with a COOH group
SMILES	PhoP inhibition	NTR1 ag	NTR1 ag cell count 20 µM	RSV antiviral HEp-2	NS5 inhibitors	T cell HTS	T cell HTS vesicle-bound %	K1F lysis inhibition	West Nile virus CPE	SV40 large T antigen	Rac1 GTP hydrolysis	others
COc1ccccc1C(=O)Nc1ccc(-c2nnc(SCC(=O)O)n2C)cc1	-7%	1.4	80	-0.8%	-29%	i	41	-0.5%	-0.2%	12%	0%
COc1cc(/C=C2\NC(=S)NC2=O)ccc1OCc1cccc(C(=O)O)c1	8%	-0.1	96	1.4%	5%	i	28	0.5%	1.1%	8%	10%
